Bioassay records: PubChem BioAssay, several laboratories
PhoP inhibition – inhibitors of PhoP regulon expression, primary screen, Salmonella Typhimurium, GFP reporter (AID 1863); S. Typhimurium PhoP-regulated promoter GFP reporter, 4 h; higher % means a stronger effect; inhibition, % at 50 µM; hits with a dose series show IC50 in µM; 300,000 tested, 0.16% active;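 active = inhibition over 29.93%, a cutoff 3 SD above the screen mean, later confirmed by dose response; inconclusive = inhibition over 29.93% but no dose response follow-up; inactive = inhibition at most 29.93% or unconfirmed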;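 also: 0% = low Mg2+ inducing control and 100% = high Mg2+ repressing control; strong numbers were not always called active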
bCat nuc transl – modulators of beta-catenin nuclear translocation, primary screen, imaging, HeLa cells, immunofluorescence, high-content | nuclear translocation activity, % at 5 µM | 190,000 tested, 0.3% active | AID 1665, 2009;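 active = nuclear translocation activity above 50% at 5 µM, with a well cell count of 50 or more; inconclusive = wells under 50 cells across six images, flagged as toxic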;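 also: per-cell ratio of nuclear to cytoplasmic median beta-catenin stain intensity; plate controls were DMSO negative control for no effect and GSK-3 inhibitor IX positive control for full effect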
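Test system: human HeLa cell line; Doses: 5 µM primary, 0.02–20 µM confirmation; Incubation: 24 h compound exposure, 37°C; Detection: beta-catenin immunofluorescence imaging with DAPI; Read-out: beta-catenin nuclear/cytoplasmic ratio, % activation.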
MgcRacGAP inhibition – MgcRacGAP GTPase-activating activity inhibitors, confirmation, biochemical, ADP Hunter fluorescence; AID 624330, 2012; 340,000 tested, 0.6% active; inhibition, % at 30 µM; hits with a dose series show IC50 in µM; MgcRacGAP-stimulated Rac1 GTP hydrolysis, ADP Hunter fluorescence; higher % means a stronger effect; GST-tagged Rac1 F28L mutant substrate;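 active = first-screen hits whose inhibition reached a set limit at any dose in the follow-up dose series; inconclusive = inhibition above the set first-screen limit but never retested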;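 also: fluorescence reports GDP produced by GAP-driven GTP hydrolysis; strong numbers were not always called active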
RSV CPE inhibition – RSV antiviral activity via CPE protection, HEp-2 cells, primary 10 µM value included (AID 2391); 310,000 tested, 0.13% active; HEp-2 cells, RSV-induced CPE inhibition; higher % means a stronger effect; one-dose CPE inhibition, % at 10 µM; IC50 in µM for titrated hits; in the data active = a potency from the dose series; inconclusive = CPE inhibition mostly from about 23% at the one dose, without a potency; inactive = the rest, 99 in 100 with CPE inhibition below about 21%; also: strong numbers were not always called active
WT yeast gro inh – growth inhibition of WT strain, primary screen, mitochondrial fusion inhibitor project, WT and mutant strains, chemical genetic. inhibition, % at 10 µM. mitochondrial fusion phenotypic screen. 190,000 tested, 2.1% active; in the data active = inhibition above about 58%; tested in S. cerevisiae
SV40 large T antigen – SV40 large T antigen inhibitors, biochemical (AID 1903); inhibition, % at 20 µM, or IC50 in µM where a hit was titrated; SV40 large T antigen ATPase/helicase inhibition assay; higher % means a stronger effect; 310,000 tested, 0.39% active; in the data active = a potency from the dose series; inconclusive = inhibition mostly from about 32% at the one dose, without a potency; inactive = the rest, 99 in 100 with inhibition below about 32%; also: strong numbers were not always called active
West Nile antiviral – West Nile virus antiviral activity, cell-based, CPE readout (AID 1621). West Nile virus-infected cells, CPE inhibition; higher % means a stronger effect. one-dose CPE inhibition, % at 10 µM; IC50 in µM for titrated hits. 290,000 tested, 0.02% active; in the data active = a potency from the dose series; inconclusive = CPE inhibition mostly from about 3.7% at the one dose, without a potency; inactive = the rest, 99 in 100 with CPE inhibition below about 2.2%; also: strong numbers were not always called active
T cell HTS – modulators of CD8 T cell-vesicle binding, primary screen, mouse 2C CD8+ T cells, flow cytometry; 330,000 tested, 0.068% active; calls only at 7 µM; 2C CD8+ T cell-vesicle binding; active compounds read low;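 active = response, share of CD8 T cells binding vesicles, and their 90th percentile fluorescence all below set limits, cut at about 80% in these data, passing the limit was not always enough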
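Test system: purified 2C TCR transgenic mouse naive CD8+ T cells. Probe or stimulus: QL9-peptide-loaded Drosophila micro-vesicles bearing Ld, ICAM-1 and B7-1. Incubation: binding step 1.5 h, 37 °C, antibody labelling 20 min, ice. Measured by: flow cytometry of vesicle-bound cells.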
Myeloid diff MLP – induction of myeloid progenitor differentiation, primary screen, cell-based, flow cytometry, MLPCN library; ER-HoxA9 myeloid progenitors, lysozyme-GFP differentiation; calls only at 10 µM; 360,000 tested, 1% active;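 active = normalized GFP-positive differentiation at or above the plate's own cutoff, the solvent-only control mean plus 3 SD; inconclusive = no clear call, values can overlap the other calls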;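 also: cells exposed to compound for four days before flow analysis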
WT yeast gro inh mutant strain – also measured in WT yeast gro inh; calls as there; inhibition, %; mitochondrial fusion phenotypic screen, mutant strain inhibition
bCat nuc transl cell count 5 µM – also measured in bCat nuc transl; calls as there; cell count; measured here: cell count, cytotoxicity flag
T cell HTS vesicle-bound % – also measured in T cell HTS; calls as there; double positive events, %; measured here: CD8+ vesicle-bound cell fraction;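 binding gate set so that unloaded-vesicle control wells show 10% double positive cells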
Myeloid diff MLP GFP+ MAC1+ % – second read-out of Myeloid diff MLP, no call of its own (marks repeat the call); GFP+ MAC1+ double positive, %; measured here: differentiation confirmed by MAC1 staining
An asterisk follows results filed as active; i = inactive; ? = inconclusive; nt = no result given.

SMILES	PhoP inhibition	bCat nuc transl	bCat nuc transl cell count 5 µM	MgcRacGAP inhibition	RSV CPE inhibition	WT yeast gro inh	WT yeast gro inh mutant strain	SV40 large T antigen	West Nile antiviral	T cell HTS	T cell HTS vesicle-bound %	Myeloid diff MLP	Myeloid diff MLP GFP+ MAC1+ %
Cc1ccc(/C=C/C(=O)NC(=S)Nc2ccccc2C(=O)NC2CCCCC2)cc1	-2.8%	nt	nt	5.4%	-1.9%	5.3	-4.6	5.5%	-1.0%	i	18.2	i	1.4
CC(C)c1nnc(NC(=O)CCC(=O)N2CCN(c3cccc(Cl)c3)CC2)s1	-9.1%	nt	nt	9.0%	10.7%	nt	nt	12.0%	1.4%	i	47.6	i	4.7
CCCS(=O)(=O)N1CCCC(C(=O)NCCN(CC)CC)C1 (stereo unspecified)	-5.2%	-3.3	1433	8.9%	0.2%	20.2	6.0	10.5%	0.1%	i	7.5	i	1.1
COc1ccccc1CNC(=O)Cn1nnnc1CN(C)C(C)C	-0.7%	nt	nt	0.7%	-0.5%	nt	nt	11.0%	-0.5%	i	59.7	i	0.5
C=CCNc1ccc(F)c(F)c1N1CCCCCC1=O	-9.3%	-4.5	1033	8.2%	-1.3%	0.6	10.8	-0.1%	-0.1%	i	36.2	i	1.1
COc1ccc(C(=O)NC2CCN(C(=S)Nc3cccc(C)c3)CC2)cc1	-0.4%	nt	nt	-0.3%	0.3%	20.3	11.2	-0.2%	-0.9%	i	25.3	i	1.8
COc1ccc(NC(=O)Nc2cccc3ccccc23)c(OC)c1	-1.1%	nt	nt	8.3%	3.4%	nt	nt	1.6%	-0.1%	i	68.4	i	0.8
CCN(CCO)Cc1csc2c(Br)cccc12	19.0%	0.9	1315	5.3%	-1.5%	-11.3	0.5	8.1%	0.2%	i	18.9	i	1.5
O=C(c1cc(-c2ccc(Cl)cc2Cl)on1)N1CCCC1	4.1%	nt	nt	6.1%	5.6%	nt	nt	4.4%	-0.4%	i	18.1	i	1.4
CCN(CC)S(=O)(=O)c1ccc(NC(=O)c2ccccn2)cc1	-9.8%	-1.3	1183	4.9%	3.8%	-8.4	-4.0	2.1%	-1.2%	i	57.7	i	1.3
O=C(O)Cc1coc(-c2ccc(F)cc2)n1	22.8%	nt	nt	7.7%	0.8%	-0.2	0.6	-8.9%	-0.3%	i	31.5	i	1.3
CCN(CC)CCCN=Cc1c(-c2ccccc2)[nH]n(-c2nc3ccccc3s2)c1=O	-4.4%	-0.7	1214	17.5%	1.7%	nt	nt	12.2%	0.0%	i	22.3	i	0.1
S=C(Nc1ccc(Nc2ccccc2)cc1)N1CCN(c2ncccn2)CC1	1.7%	0.6	1526	5.0%	1.0%	1.4	14.6	26.2%	-0.5%	i	50.7	i	0.3
CCC(C)C(=O)OCC1(c2ccc(C)cc2OC(=O)C(C)C)CO1 (stereo unspecified)	0.9%	4.3	1068	5.1%	1.0%	nt	nt	12.5%	-1.7%	i	12.1	i	0.9
Cc1ccc(NS(=O)(=O)c2ccc(C(=O)NCC3CCCO3)cc2)cc1 (stereo unspecified)	3.5%	-2.6	1125	-1.5%	-0.1%	-3.3	8.0	10.3%	-0.4%	i	55.5	i	0.2
COc1cc2ccccc2cc1C(=O)Nc1nccs1	nt	nt	nt	11.9%	7.4%	nt	nt	nt	-0.8%	i	49.9	i	3.4
Cc1ccccc1OCC(=O)Nc1cccc(NC(=O)c2ccco2)c1	-18.9%	2.5	1381	14.6%	4.8%	11.2	2.2	1.7%	-0.4%	i	40.6	i	1.2
COC(=O)CC1C(=O)NCCN1C(=S)Nc1ccccc1 (stereo unspecified)	5.0%	-1.2	554	3.5%	1.3%	-2.8	-22.8	14.7%	-0.3%	i	28.9	i	0.4
O=C(CS(=O)(=O)c1ccccc1)c1cc2ccccc2oc1=O	-0.6%	nt	nt	8.8%	2.2%	nt	nt	32.7%	0.5%	i	28.2	i	3.3
CCS(=O)(=O)NCCc1csc(-c2ccccc2)n1	3.1%	-4.8	878	6.3%	-0.3%	16.4	1.6	22.7%	-0.1%	i	33.2	i	2.1
COc1cc([N+](=O)[O-])cc(/C=C2/SC(=S)N(Cc3ccccc3)C2=O)c1O	6.2%	nt	nt	13.3%	13.2%	nt	nt	7.6%	-0.5%	i	29.7	nt	nt
CCOc1ccc(C(C)=O)cc1COc1cccnc1[N+](=O)[O-]	10.3%	nt	nt	7.5%	-1.4%	nt	nt	2.0%	1.1%	i	21.4	i	0.5
COc1cc(C(=O)Nc2cccc(S(=O)(=O)NCc3ccco3)c2)cc(OC)c1OC	nt	nt	nt	-0.1%	1.9%	nt	nt	nt	nt	i	41.1	i	0.3
CC1CC(C)CN(C(=O)COC(=O)c2cc(S(=O)(=O)N3CCOCC3)ccc2F)C1 (stereo unspecified)	-3.5%	nt	nt	9.1%	-1.0%	nt	nt	11.5%	nt	i	14.7	i	1.2
O=C(NCc1ccc(F)cc1)C(c1ccncc1)N(C(=O)c1csnn1)C1CC1 (stereo unspecified)	5.7%	1.3	1373	8.7%	1.0%	1.1	-11.0	-0.4%	0.4%	i	43.8	i	1.0
CNc1c(NC(=O)c2ccc3c(c2)OCO3)c(=O)oc2ccccc12	-18.2%	nt	nt	12.9%	-0.1%	nt	nt	8.4%	0.7%	i	2.6	i	4.7
O=S(=O)(c1ccccc1)c1ncc(C(F)(F)F)cc1Cl	17.4%	-1.3	1080	4.2%	nt	-32.9	-19.9	17.7%	-0.9%	nt	nt	?	nt
O=C(NC1CCCC1)c1ccc(CSCc2ccccc2F)o1	-5.6%	-3.2	1034	7.4%	-0.9%	1.8	11.9	2.2%	-0.1%	i	9.7	i	1.6
Cc1cc(NC(=O)C2=C(O)c3ccccc3S(=O)(=O)N2C)no1	-5.3%	-2.4	552	6.7%	1.5%	0.1	-0.6	13.5%	-0.2%	i	24.6	i	1.4
CC1C/C(=N\NC(N)=S)c2cc(Cl)ccc2S1 (stereo unspecified)	-10.5%	-0.5	1359	nt	19.7%	nt	nt	8.1%	0.1%	i	11.7	i	0.8
CSc1ccc(CCNC(=O)C2CCCN(S(=O)(=O)N3CCOCC3)C2)cc1 (stereo unspecified)	-2.6%	nt	nt	-21.6%	0.7%	nt	nt	67.9%	0.0%	i	34.1	i	2.6
COCCN(C(=O)COC(=O)Cc1coc2cc3c(cc12)CCC3)c1c(N)n(Cc2ccccc2)c(=O)[nH]c1=O	4.0%	nt	nt	5.1%	0.9%	nt	nt	17.7%	nt	i	33.5	i	1.1
C=CCN(c1ccccc1)S(=O)(=O)c1cccc(C(=O)NC2CCN(Cc3ccccc3)CC2)c1	-2.3%	nt	nt	2.8%	6.4%	nt	nt	3.0%	nt	i	36.7	i	0.4
Cc1ccc(C(=O)Nc2ccccc2C(N)=O)o1	42.7%	-0.9	1286	12.3%	-0.7%	5.8	5.5	15.0%	-0.1%	i	11.6	i	0.7
Cc1ccccc1-c1cc(C(=O)N/N=C/c2cccnc2)c2ccccc2n1	9.2%	nt	nt	7.7%	1.0%	nt	nt	25.7%	-1.0%	i	4.3	i	1.5
Cc1ccc(C2CC(c3ccccc3)n3ncnc3N2)cc1 (stereo unspecified)	-0.6%	0.6	1079	-4.1%	1.9%	5.8	-4.1	-0.8%	-0.5%	i	57.0	i	3.5
COc1ccc(NC(=S)Nc2ccccc2)c(OC)c1	1.6%	-1.9	1050	12.2%	-2.4%	-7.0	-18.1	-0.5%	-0.2%	i	5.7	i	0.3
O=C(CNC(=S)N(CCCN1CCOCC1)Cc1cccs1)NCc1ccccc1Cl	2.6%	nt	nt	-11.4%	-0.6%	nt	nt	7.4%	-0.4%	i	34.8	i	2.6
O=[N+]([O-])c1cnccc1Nc1ccc(Cl)cc1	-0.5%	-0.5	1307	5.3%	nt	nt	nt	18.2%	-0.3%	i	26.0	i	0.2
Cc1ccc(C2CC(c3cccc(Br)c3)n3nc(N)nc3N2)cc1 (stereo unspecified)	-5.7%	0.7	1176	1.5%	1.7%	10.0	-8.3	9.9%	-0.3%	i	65.6	i	0.7
COC(=O)c1ccc(Oc2c(F)c(F)nc(N3CCOCC3)c2F)cc1	-2.9%	2.3	380	-3.5%	1.7%	40.9	8.2	2.8%	0.4%	i	29.6	i	0.2
Cc1ccc(S(=O)(=O)NC(=O)Nc2ccc(F)cc2)cc1	8.4%	-0.6	1171	1.9%	0.8%	-2.0	-11.1	24.4%	0.0%	i	51.7	i	1.1
COc1ccc(CCNC(=O)CCCN2C(=O)c3ccccc3C2=O)cc1OC	-2.6%	nt	nt	4.2%	0.9%	10.8	-2.4	3.2%	-0.2%	i	20.2	i	9.8
O=C(CN1C(=O)CCC1=O)Nc1nc(-c2ccc(Cl)s2)cs1	-4.3%	0.2	565	13.0%	1.6%	-0.6	-12.6	12.4%	-0.3%	i	53.1	i	0.6
COc1cc(C)nc(NC(=S)N(C)C(=O)c2ccccc2)n1	-10.7%	-0.1	1297	nt	4.4%	nt	nt	6.3%	0.1%	i	40.4	i	1.4
Cc1cc(-c2n[nH]c(=S)n2/N=C/c2ccc(Cl)c([N+](=O)[O-])c2)n[nH]1	3.1%	4.9	881	21.6%	1.3%	2.4	5.7	20.6%	-0.4%	i	24.8	i	0.5
Cc1cc(Nc2cccc([N+](=O)[O-])c2)c2cccc(C)c2n1	-1.0%	0.5	1324	nt	nt	nt	nt	0.9%	2.2%	i	39.4	i	0.9
CC(=O)Oc1ccc(C23CC4CC(CC(C4)C2)C3)cc1C(=O)O	7.0%	nt	nt	nt	8.1%	nt	nt	5.7%	-0.1%	i	29.7	nt	nt
